Screens from PubChem BioAssay.
Pf apPOL block = Pf-apPOL DNA polymerase inhibition. Recombinant Pf-apPOL, molecular beacon fluorescence, 1.5 h. 210,000 compounds, 0.25% hits. inhibition, % at 10 µM. AID 1794808
mHTT CaM bind = disrupts binding of mutant huntingtin to calmodulin. AlphaScreen His-mHTT/GST-CaM binding, luminescence. inhibition, % at 15 µM. 190,000 compounds, 3.6% hits;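 note: 0% = both proteins with DMSO and 100% = one protein alone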
* = called active by the depositor; · = no result given; & = joins results of further samples. Cut-off read from the data, not from the text of the source: active = inhibition above about 50%; inactive = the rest.

SMILES | Pf apPOL block | mHTT CaM bind
COc1ccccc1NC(=O)c1cn(-c2ccccc2)nc1-c1cccnc1 | -4 | 14
NS(=O)(=O)c1ccc(NC(=O)Cc2ccc(Br)cc2)cc1 | -8 | 0
C#CCOc1ccc(Cl)cc1C1C2=C(CCCC2=O)NC2=C1C(=O)CCC2 | 23 | -3
CCN(CC)CCN1C(=O)C(O)=C(C(=O)c2cccs2)C1c1ccccc1F (stereo not given) | -2 | -3
COc1ccc(OC)c(NC(=O)Cn2c(=O)sc3ccccc32)c1 | -6 | -5
CCc1ccc(C(=O)N2CCCn3nc(-c4cccs4)cc3C2)cc1 | -9 | 20
CC(C)(C)SCCNS(=O)(=O)c1ccc(F)cc1 | -5 | -12
CC1CN(S(=O)(=O)c2ccc(C(=O)Nc3nnc(C4CC4)o3)cc2)CC(C)O1 (stereo not given) | -1 | 18
COc1ccc(-c2nc(-c3cccnc3)no2)cc1OC | -4 | 4
Cc1ccc(C(=O)N2CCCC(COc3cccc(C(=O)NC4CC4)c3)C2)cc1 (stereo not given) | -7 | -3
O=S(=O)(Nc1nc2ccc(S(=O)(=O)N3CCCC3)cc2s1)c1ccc(F)cc1 | -1 | -16
O=C(Nc1nc(-c2ccccc2)ns1)c1ccccc1Cl | -5 | -37
CCc1onc(C)c1C1CCCN1Cc1cccc(F)c1 (stereo not given) | -2 | -62
COc1ccc(C2CC(c3cccc(Br)c3)Nc3nnnn32)c(OC)c1 (stereo not given) | -4 | 35
O=C(O)C1CSC(c2ccccc2Cl)N1C(=O)c1cccc(Cl)c1 (stereo not given) | -3 | 5
Cc1ccc(N2NC(=O)/C(=C\c3ccc(Cl)cc3Cl)C2=O)cc1Cl | 4 | 90*
CCN(C1CCCCC1)S(=O)(=O)c1ccc(Cl)c(Cl)c1OC | 1 | -55
O=C(CSc1nnc(Cc2cc(=O)[nH]c(=O)[nH]2)n1-c1ccccc1)Nc1nccs1 | -5 | -9
CC(=O)N(c1ccc2oc3c(c2c1)CCCC3)S(=O)(=O)c1ccccc1 | -9 | 8
O=C(c1cccc(OCC2CCCN(C(=O)C3CCC3)C2)c1)N1CCCC1 (stereo not given) | -3 | -7
Cc1ccc(/C=C(\C#N)c2nc(-c3ccc(Cl)c(Cl)c3)cs2)o1 | -2 | 15
c1ccc2c(c1)CCN(c1nc3cccnc3s1)C2 | -4 | 10
O=C(NCC1COc2ccccc2O1)c1ccco1 (stereo not given) | -1 | -5
Ic1ccc(OCCCn2ccnc2)cc1 | -5 | 2
Cc1ccc2c(c1)N(c1ccc(C)c(Cl)c1)C=C(C#N)S2(=O)=O | 2 | -6
Cc1ccc(CN2C(=O)NC3(CCCN(C(=O)c4cc(Cl)ccc4F)C3)C2=O)cc1 (stereo not given) | -7 | 7
COc1ccc(Cl)cc1NC(=O)N1CC(C)Oc2ccc(C)cc21 (stereo not given) | 34 | -3
CCOc1ccc(S(=O)(=O)Nc2ccc3c(c2)CC(=O)N3)cc1F | -4 | -11
Cc1cc(NC(=NS(=O)(=O)c2ccc(F)cc2)c2ccccc2)no1 | 2 | -5
NC(=O)c1ccc(N2CCCCC2)c([N+](=O)[O-])c1 | -30 | 9
CCOc1ccc(N=c2oc3c(C)ncc(CO)c3cc2C(N)=O)cc1 | 0 | 3
O=S(=O)(c1cc(F)cc(F)c1)N1CCC(c2noc(-c3ccc(F)cc3)n2)CC1 | -3 | -4
Cc1ccc(C(O)CNC(=O)C2CCN(S(C)(=O)=O)CC2)o1 (stereo not given) | 0 | -14
N#CC(=CNc1ccc2c(c1)OCCO2)S(=O)(=O)c1ccc(Cl)cc1 | 1 | ·
Cc1ccccc1C=C1Oc2cc(OS(C)(=O)=O)ccc2C1=O | -10 | 18
CCc1ccc(CNC(=O)C(=O)Nc2cccc(Cl)c2)cc1 | -1 | 6
COc1ccc(-n2nc3c(c2NC(=O)COc2ccc(Cl)cc2)CSC3)cc1 | -5 | -4
O=S1(=O)[C@H]2C[C@@H]3CC[C@@]2(CN1Cc1ccccc1)O3 | 2 | -8
CNc1nccc(N2CCC(CC(=O)NCCOC)CC2)n1 | 1 | -2
CC(=O)NC(=Nc1nc(C)cc(C)n1)Nc1ccc(Cl)c(Cl)c1 | -7 | -5

Not a retest: entries from further up.
SMILES | Pf apPOL block | mHTT CaM bind
O=C(NCC1COc2ccccc2O1)c1ccco1 (stereo not given) | -1 | -5
Ic1ccc(OCCCn2ccnc2)cc1 | -5 | 2
Cc1ccc2c(c1)N(c1ccc(C)c(Cl)c1)C=C(C#N)S2(=O)=O | 2 | -6
Cc1ccc(CN2C(=O)NC3(CCCN(C(=O)c4cc(Cl)ccc4F)C3)C2=O)cc1 (stereo not given) | -7 | 7

Next results:
SMILES | Pf apPOL block | mHTT CaM bind
O=C(CN1C(=O)c2ccccc2C1=O)N1CCN(Cc2ccc3c(c2)OCO3)CC1 | 2 | 3
CCOc1cccc(C(=O)Nc2ccc(NC(C)=O)cc2)c1 | -5 | -1
O=C1CCC(=O)N1c1ccc(S(=O)(=O)N2CCOCC2)cc1 | -8 | 1
Cc1ccc(C)c(-c2csc(Nc3ccc(F)cc3)n2)c1 | 1 | 48
O=C(Nc1nccs1)c1cc2ccccc2oc1=Nc1ccc(Cl)cc1 | -3 | -5
CC(Sc1nc(-c2cccnc2)ccc1C#N)C(=O)O (stereo not given) | -6 | -3
COc1ccc(C(=O)NC2CCN(c3ccccc3)C2=O)cc1 (stereo not given) | -2 | -6
COc1ccc(C2C3=C(CCCC3=O)Nc3nc(SCc4ccccc4)[nH]c(=O)c32)cc1OC (stereo not given) | -4 | 17
Cc1n[nH]c(C)c1CCC(=O)NCCc1c[nH]c2ccccc12 | -9 | 0
COC(CNC(=O)CCNS(=O)(=O)c1ccc(Cl)cc1)OC | -13 | 2
COc1ccc(OCC(O)CNC(=O)c2cc(C)on2)cc1 (stereo not given) | 0 | ·
COc1ccc(OC)c(CN2CCCN(C)CC2)c1 | -1 | 2
COc1ccc(Cl)cc1NS(=O)(=O)c1cccnc1 | -1 | 2
Cc1ccc(-c2ccc(C(=O)Nc3ccccc3)o2)c2ccccc12 | -1 | 10
Cc1ccc(-c2nc3cc(NC(=O)c4cccnc4Cl)ccc3o2)cc1C | 10 | 13
CC1(C)C=Cc2cc(C(N)=NOC(=O)c3cccc(C(F)(F)F)c3)ccc2O1 | -5 | ·
CC1=C(C(N)=O)C(c2ccc(O)cc2)n2nc(SCc3ccccc3F)nc2N1 (stereo not given) | -2 | -1
O=C(Nc1ccc2oc(-c3ccncc3)nc2c1)c1ccco1 | -1 | 16
COC(=O)C1CN(Cc2cn(Cc3ccc(F)cc3)nn2)CCS(=O)(=O)N1Cc1ccc(F)cc1 (stereo not given) | -2 | 13
O=[N+]([O-])c1ccc2nc(NCc3ccccn3)sc2c1 | 6 | 0
O=C(O)CCCNC1=NCCC1 | -3 | -2
Cc1cccc(NC(=O)CC2Sc3ncccc3N(CC(C)C)C2=O)c1 (stereo not given) | -4 | 2
CCOc1c(I)cc(/C=C(\C#N)c2nc3ccccc3[nH]2)cc1OC | 0&-1 | -7&-3
O=C(c1ccc(OCC2CCN(C(=O)c3cccc(F)c3)CC2)cc1)N1CCCCC1 | -3 | 7
O=C(COc1ccccc1)N1CCC(Cn2cccn2)CC1 | -7 | -13
COc1cc(C)c(C)cc1S(=O)(=O)NCC(O)(c1ccccc1)C(F)(F)F (stereo not given) | -10 | -9
O=C(NCc1ccc(F)cc1Cl)C1CCCN(c2ccc(N3CCOCC3)nn2)C1 (stereo not given) | -8 | 1
Cc1ccc(C)c(Oc2cc(NC(=O)CCCn3nc(C)c([N+](=O)[O-])c3C)cc([N+](=O)[O-])c2)c1 | 0 | 1
O=c1[nH]c2ccc(S(=O)(=O)Nc3ccc(F)c(F)c3)cc2s1 | 1 | 2
CC(=O)c1cc(C#N)c(C)nc1C | 0 | ·
O=C(/C=C/c1ccccc1)NC(C(Cl)(Cl)Cl)S(=O)(=O)c1ccccc1 (stereo not given) | -7 | 0
CCC(NC(=O)c1cn2c(n1)CCCC2)c1cccs1 (stereo not given) | -2 | 13
Cc1nc(SCCc2ccccc2)nc2ccccc12 | -6 | -185
O=C(NNC(=O)c1ccc[nH]1)c1cc(Cl)cc(Cl)c1 | 4 | ·
CCS(=O)(=O)CS(=O)(=O)CC | -2&0 | ·
O=C1NC(=O)N(c2ccccc2)C(=O)/C1=C/c1ccc(N2CCCCC2)o1 | 1 | 11
Cc1cccc(N2C(=O)c3cccnc3C2CC(=O)N2CCN(C)CC2)c1 (stereo not given) | -1 | -2
CN(C)c1ccc(CN2C(=O)CCC2(C)C(=O)NCc2ccccc2)cc1 (stereo not given) | 1 | 14
Cn1c(=O)[nH]c(=O)c2c1nc(SCC(O)CO)n2Cc1ccccc1 (stereo not given) | -2 | 2
CC(=O)N1CCc2sc(C(=O)NCc3cccc(Br)c3)cc2C1 | 0 | 56*
CCOc1ccc(NC(=O)CSc2nc3ccc([N+](=O)[O-])cc3[nH]2)cc1 | -14 | 9
COc1ccc(NC(=O)N2CCc3nc(-c4ccccc4)ncc3C2)cc1OC | -5 | 21
CC(CCc1ccccc1)NS(=O)(=O)c1ccccc1[N+](=O)[O-] (stereo not given) | -6 | 1
CC(=O)c1cnc2c(-c3ccc(Cl)cc3)c(C)nn2c1C | -3 | -4
CCC(=O)N1CCN(c2nc3c(s2)CC(C(=O)Nc2ccc(C)cc2C)CC3)CC1 (stereo not given) | 0 | 18
O=C(Nc1nnc(-c2ccco2)o1)C1c2ccccc2Oc2ccccc21 | 8 | -1
COc1ccc(Cl)cc1NC(=O)CSc1ccc(-c2ccco2)nn1 | 2 | -8
O=C(Nc1nc2c(s1)CN(S(=O)(=O)c1ccc(OC(F)(F)F)cc1)CC2)C1CC1 | 5 | -19
OCCNN=Cc1cc(Cl)cc(Cl)c1O | -2 | ·
Cc1ccccc1N=C(NOCc1ccc(Cl)cc1Cl)c1nonc1N | -4 | 2
Cc1onc(-c2ccc(F)cc2)c1C(=O)O | -4 | ·
COC(=O)c1ccc(C=C2Oc3c(ccc(O)c3CN3CCN(C)CC3)C2=O)cc1 | -1 | 28
CC(=O)c1ccc(NC(=O)c2cccc(Cl)c2)cc1 | 1 | 5
O=CN1CCN(C2CC(=O)N(c3ccccc3)C2=O)CC1 (stereo not given) | -2 | -1
O=C(Nc1ccc2c(c1)OCO2)N1CCC(n2c(-c3ccco3)nc3cccnc32)C1 (stereo not given) | -1 | 23
O=C(Nc1ccccc1C(=O)O)c1ccc(NC(=O)C2CCCCC2)cc1 | -6 | 5
CC(=O)c1ccc2c(c1)c1ccccc1n2C | -12 | -6
CCCCN1C(=O)C(C)(C(=O)Nc2cccc(OC)c2)Oc2cccnc21 (stereo not given) | -3 | 5
CC(=O)NCCc1csc(C2CCCN(C(=O)c3cc4ccccc4[nH]3)C2)n1 (stereo not given) | 0 | 7
Cc1ccc(NC(=O)N2CCc3nc[nH]c3C2)cc1F | -2 | -2

Entries above that have a thiophene ring, fused or not (4):
SMILES | Pf apPOL block | mHTT CaM bind
CCN(CC)CCN1C(=O)C(O)=C(C(=O)c2cccs2)C1c1ccccc1F (stereo not given) | -2 | -3
CCc1ccc(C(=O)N2CCCn3nc(-c4cccs4)cc3C2)cc1 | -9 | 20
CCC(NC(=O)c1cn2c(n1)CCCC2)c1cccs1 (stereo not given) | -2 | 13
CC(=O)N1CCc2sc(C(=O)NCc3cccc(Br)c3)cc2C1 | 0 | 56*

The list continues:
SMILES | Pf apPOL block | mHTT CaM bind
Cc1nc(C(F)(F)F)ccc1C(=O)Oc1ccc2c(c1)OCO2 | -8 | ·
Nc1ccc(S(=O)(=O)Nc2ccc3cn[nH]c3c2)cc1 | · | -4
CCOC(=S)NC(C)(C)C | 0 | ·
Cc1cccc(C2CCCN2C(=O)c2c(Cl)cnn2C)c1 (stereo not given) | -1 | -8
Cc1nnc(NC(=O)c2ccc(S(=O)(=O)N3CCCCC3)cc2)o1 | -19 | 29
COc1ccc(OC)c(NC(=O)COc2cc(C)cc(C)c2C)c1 | -2 | 3
CCc1ccccc1N1C=C(C#N)S(=O)(=O)c2ccc(Cl)cc21 | -5 | -4
O=S(=O)(c1ccc(F)cc1)N1CCC2(CC1)NCCN=C2NCc1ccccc1F | 0 | -4
CNC(=O)Cc1csc(NC(=O)c2csc(Nc3cccc(C)n3)n2)n1 | 10 | 47
O=[N+]([O-])c1cccc(-c2nnc(-c3ccccc3Cl)o2)c1 | -5 | 3
O=C(Nc1nccs1)c1ccc(C(=O)Nc2nccs2)cc1 | 4 | -8
CS(=O)(=O)Oc1ccc2c(c1)OC(=Cc1cc(Br)cc3c1OCOC3)C2=O | -12 | 6
Cc1nc2sccn2c(=O)c1NC(=O)CC(C)(C)C | -5 | -2
c1ccc(-c2ccc(-c3nc(-c4ccncc4)no3)cc2)cc1 | -1 | -4
Cc1cc(C)cc(NC(=O)Nc2nccn(-c3cc(Cl)ccc3C)c2=O)c1 | -3 | 11
Cc1cccnc1Nc1nc(-c2ccc(O)c(O)c2)cs1 | -3 | 62*
COc1ccc(-c2c(C)c3cc(F)ccc3oc2=O)cc1OC | -22 | -3
CC(C)CNC(=O)c1cncc(-c2cccc(C(F)(F)F)c2)c1 | -8 | -6
COc1cccc2cc(C(=O)Nc3ccccc3)c(=Nc3ccccc3F)oc12 | 0 | 2
C=CCn1c2ccccc2c2nnc(SCC(=O)O)nc21 | 2 | 7
Cc1cc(F)ccc1NCc1ccccc1[N+](=O)[O-] | -2 | 47
CCOc1cc(/C=C2\C(=O)Nc3ccc(Br)cc32)cc(Br)c1OCC | 0 | 9
CCN(CC(O)COC1CC2CCC1(C)C2(C)C)C1CCCCC1 (stereo not given) | -3 | 4
O=C(O)Cn1c(=O)oc2cc(Cl)ccc21 | 5 | -6

5 structures already listed, arranged by SMILES length, falling:
SMILES | Pf apPOL block | mHTT CaM bind
COc1cccc2cc(C(=O)Nc3ccccc3)c(=Nc3ccccc3F)oc12 | 0 | 2
CC(C)CNC(=O)c1cncc(-c2cccc(C(F)(F)F)c2)c1 | -8 | -6
CCN(CC(O)COC1CC2CCC1(C)C2(C)C)C1CCCCC1 (stereo not given) | -3 | 4
COc1ccc(-c2c(C)c3cc(F)ccc3oc2=O)cc1OC | -22 | -3
O=C(O)Cn1c(=O)oc2cc(Cl)ccc21 | 5 | -6

Not all compounds are listed (hit frequency here may not be typical).
